Bioassay records as filed in PubChem.
mHTT CaM bind = mutant huntingtin-calmodulin interaction inhibitors – biochemical, AlphaScreen, primary screen; 190,000 compounds, 3.6% hits; inhibition, % at 15 µM; AlphaScreen His-mHTT/GST-CaM binding, luminescence;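 note: 0% = both proteins with DMSO and 100% = one protein alone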
Pf apPOL block = Pf-apPOL inhibitors, biochemical, fluorescence; 210,000 compounds, 0.25% hits; inhibition, % at 10 µM; Recombinant Pf-apPOL, molecular beacon fluorescence, 1.5 h; AID 1794808, 2022; Plasmodium falciparum apicoplast DNA polymerase (apPOL)
* marks the source's active call; other numbers are inactive results; · = no result given; & = joins results of further samples. Cut-off read from the data, not from the text of the source: active = inhibition above about 50%; inactive = the rest. This is a subset; the hit share may differ from the screen's.

Values in the order: mHTT CaM bind	Pf apPOL block
- O=C(CSc1nnc(COc2ccc3c(c2)CCCC3)o1)NCc1ccccc1
→ 0.0	95.4*
- Cc1ccc(NC(=O)CCCn2nc([N+](=O)[O-])c(Br)c2C)cc1C
→ 7.0	-5.8
- COc1ccc(C(=O)ONc2ccc(N=O)cc2)c(OC)c1
→ 23.0	-93.0
- COc1ccccc1C1SCCN1S(=O)(=O)c1ccc(I)cc1 (configuration not stated)
→ -10.0	1.0
- COc1ccc(OC)c(/C=C2\N=C(c3ccc(Cl)c([N+](=O)[O-])c3)OC2=O)c1
→ 68.0*	-3.0
- COCC(=O)Nc1cnc(N2CCCCC2)nc1
→ 5.0	-2.8
- COc1ccc(NC(=O)c2ccc(Cl)cc2)c([N+](=O)[O-])c1
→ 9.5	2.5
- COC(=O)c1c(C)nc(C)c(C(=O)OC)c1-c1cccs1
→ ·	11.6&1.1
- COc1ccccc1NC(=O)N1CCCC1c1cc(C(C)C)no1 (configuration not stated)
→ -1.9	-1.9
- COc1ccc(S(=O)(=O)n2c(SCc3cccnc3)nc3ccccc32)cc1
→ 7.0	-3.4

Remaining list, next part
Values in the order: mHTT CaM bind	Pf apPOL block
- CC(C)NC(=O)N1CC(c2nc(-c3ccncc3)no2)C1
→ -11.6	-4.8
- COc1cccc(C(=O)N2CCC3(CC2)NC(=O)c2ccc(Cl)cc2N3)c1
→ 13.8	0.2
- CCC1=NS(=O)(=O)c2cccnc2N1c1ccc(OC)cc1
→ -6.8	0.2
- O=C(Nc1ccc2c(c1)OCO2)c1c(Cl)cccc1Cl
→ 12.4	-12.0
- COc1ccccc1N1CCN(C(=O)c2cccc([N+](=O)[O-])c2)CC1
→ -2.9	-1.3
- CSC1=N/C(=C\c2ccccc2Cl)C(=O)N1
→ -12.0	2.8
- Cc1ccc(NC(=O)c2ccccc2)c([N+](=O)[O-])c1
→ 11.7	-19.2
- CC1=C(C(N)=O)C(c2ccco2)C(C(N)=O)=C(C)N1
→ 1.3	-8.2
- CCOc1c(NN(C)C)c(=O)c1=O
→ ·	6.7
- CCc1cc(C2CCCN2C(=O)Nc2ccccc2OC)on1 (configuration not stated)
→ -2.4	-3.6

Next records follow:
Values in the order: mHTT CaM bind	Pf apPOL block
- CCOc1ccc(C=C2Oc3cc(OC(=O)C(C)C)ccc3C2=O)cc1
→ -0.6	2.7
- C=CCc1c(C)[nH]c2ccccc2c1=O
→ 2.7	-37.8
- Cc1ccc(C2CN(C(=O)c3ccc4c(c3)OCO4)CC2C(=O)NCC(C)C)cc1 (configuration not stated)
→ 16.4	-4.8
- O=S(=O)(Nc1ccc(OC(F)F)cc1)c1ccc(-c2ccno2)s1
→ ·	-1.6
- O=C(c1cnn2c(C(F)(F)F)cc(-c3ccc(Br)cc3)nc12)N1CCCC1
→ 2.0	-4.2
- O=C(O)c1csc2c1CCCC2
→ -4.7	·
- CC(C)N(C(=O)c1ccc(C(=O)NCc2ccc(S(N)(=O)=O)cc2)cc1)C(C)C
→ -1.2	-2.8
- O=C(NCCC1=CCCCC1)c1cc(=O)c(OCc2ccc(F)cc2)co1
→ -12.4	-1.2
- C=CCN1C(=O)C2(NC(CC(C)C)C3C(=O)N(Cc4ccccc4)C(=O)C32)c2ccccc21 (configuration not stated)
→ 17.0	-1.9
- CC1=NOC2(O)CC3C(C12)C3(C)C (configuration not stated)
→ ·	-5.3

(more compounds)
Values in the order: mHTT CaM bind	Pf apPOL block
- O=C(CSCc1c(-c2ccccc2)nnn1-c1ccc(F)cc1F)Nc1ccc(Cl)cc1
→ ·	-8.1
- COc1ccc(N(CC(=O)N2CCN(C)CC2)S(=O)(=O)c2ccc(C)cc2)cc1OC
→ -2.7	-1.5
- Cc1sc2ncnc(SCc3ccc4c(c3)OCO4)c2c1C
→ -4.8	-14.0
- CCCC[C@H]1[C@@H]2C[C@H]([C@H]3CCCCN31)[C@H](OC(=O)Nc1cccc(Cl)c1)C2
→ -11.2	-4.8
- CN(C)CCOc1ccc(Cl)cc1Cl
→ 3.3	0.1
- O=C1CC(C(=O)Nc2cccc(C(F)(F)F)c2)C2(CCCCC2)O1 (configuration not stated)
→ -4.0	-4.1
- CCc1cc2c(=O)c(Oc3ccccc3)c(C)oc2cc1OC(C)C
→ -6.1	-5.4
- COc1ccc(-c2ccc(CN3C(CC(C)C)C(=O)N(Cc4cn(Cc5ccco5)nn4)CCS3(=O)=O)cc2)cc1OC (configuration not stated)
→ 29.9	-2.5
- CN1C(=O)C2(CCN(C(=O)c3ccccc3)C2)c2ccccc21 (configuration not stated)
→ 0.5	0.2
- CCc1cccc(C)c1N(C(=O)CSc1nc2ccccc2[nH]1)C(C)COC (configuration not stated)
→ 52.0*	-6.1

Following part.
Values in the order: mHTT CaM bind	Pf apPOL block
- O=c1/c(=C/c2ccccc2)sc2nc(-c3ccccc3Cl)nn12
→ 8.0	-1.1
- Cc1ccc(CNC(=O)C(=O)NCC2CCCO2)cc1 (configuration not stated)
→ -4.8	-0.3
- Fc1ccc(CSc2nc3ccccc3n3nnnc23)cc1
→ -11.6	1.9
- COc1cccc(CNC(=O)CCc2cn(C)c3ccccc23)c1
→ 5.0	-17.5
- Cc1ccc(-c2cn3cc(C(=O)NCCN4CCN(C)CC4)ccc3n2)cc1
→ 7.6	0.9
- O=[N+]([O-])c1ccsc1NCc1ccccc1
→ ·	-7.5
- Oc1cc(Cl)c(Cl)c(Cl)c1O
→ 11.4	·
- CCCCOc1cccc(NC(=O)CSc2nccn2C)c1
→ 12.1	-8.8
- Cc1cc(Cl)ccc1OCC(O)CNC(C)c1ccccc1 (configuration not stated)
→ 58.5*	-1.1
- O=C(Nc1ccncc1)c1cccc(C(=O)Nc2ccncc2)c1
→ 1.0	-9.4

Following part
Values in the order: mHTT CaM bind	Pf apPOL block
- O=C1c2ccccc2NC(c2cccc(O)c2)N1c1ccc(F)cc1 (configuration not stated)
→ -9.0	1.0
- COc1ccc(C2=N/C(=C\c3cccc(Br)c3)C(=O)O2)c(Cl)c1
→ -1.0	-3.0
- O=C(Nc1sccc1-c1nc2ccccc2s1)c1cc(Br)ccc1Cl
→ -9.6	-3.6
- O=C(c1ccccc1)c1cc2c(cc1Cl)OCCO2
→ -40.0	-7.6
- O=C(Cc1ccc([N+](=O)[O-])cc1)NC1CC(=O)N(c2ccc3c(c2)OCCO3)C1 (configuration not stated)
→ -12.5	-8.1
- CC(=O)Nc1cccc(N=Cc2ccc(Cl)cc2Cl)c1
→ -2.0	-89.0
- CC(=O)N1CCOc2cc(S(=O)(=O)N3CCC(CN4CCCCCC4)CC3)c(C)cc21
→ 35.4	2.0
- COCCCNC(=O)N1CCc2nc(-c3ccc(F)cc3)ncc2C1
→ -6.8	-2.2
- Cc1cccc(CNC(=O)C2CCN(c3ccc(F)c(Cl)c3)C2=O)c1 (configuration not stated)
→ -6.7	-2.1
- O=C(Nc1cc(Cl)cc(Cl)c1)c1cnn2cccnc12
→ 2.0	-4.0

Continuation.
Values in the order: mHTT CaM bind	Pf apPOL block
- Cc1cc(C)nc(Nc2nc(C(=O)N3CCN(C(=O)c4ccco4)CC3)cs2)n1
→ 37.2	-7.4
- Cc1cc2oc(=O)cc(CN3CCCC3)c2cc1Cl
→ 4.1	2.1
- CCCN1C(=O)Cc2ccccc2C1C(=O)NCc1ccccc1C (configuration not stated)
→ -0.4	-2.7
- Cc1ccc(N2C(=O)CSC2c2cc3c(cc2Br)OCO3)cc1 (configuration not stated)
→ -5.0	-4.6
- Clc1cccc(CN2CCN(c3cnn4cnnc4c3)CC2)c1
→ 1.8	0.7
- C=CCn1cnc2c1c(=O)n(CC)c(=O)n2-c1cccc(Cl)c1
→ 5.1	0.0
- O=C(c1cccc(C(F)(F)F)c1)N1CC2CC1CC2NS(=O)(=O)c1ccccc1 (configuration not stated)
→ -1.8	2.4
- COCCCNC(=O)C1CCN(c2nnc(-c3ccccc3)o2)CC1
→ 2.6	-0.7
- CCCCOC(=O)Nc1ccc(Cl)cc1
→ -47.9	-8.5
- CC(CNC(=O)c1ccc(Br)cc1)CN(C)C (configuration not stated)
→ 0.3	-8.9

The listing continues.
Values in the order: mHTT CaM bind	Pf apPOL block
- CCOC(=O)c1cc(CC)sc1NC(=O)c1cccnc1Oc1ccccc1
→ ·	-9.9
- O=C1c2ccccc2S(=O)(=O)N1Cc1ccccc1
→ -11.1	-5.6
- S=C(Nc1cc(Cl)ccc1Cl)Nn1cnnc1
→ ·	-2.4
- CCn1ccc(C(=O)N2CCCC(c3cc(-c4ccccc4)n[nH]3)C2)n1 (configuration not stated)
→ 25.4	-5.0
- N#CC1=C(N)N(c2cccc([N+](=O)[O-])c2)C2=C(C(=O)CCC2)C1c1cccnc1 (configuration not stated)
→ -2.0	-2.6
- Cc1cccc(-n2nc3c(c2NC(=O)c2ccc(F)cc2)CSC3)c1C
→ 7.0	-6.8
- Cc1ccnc(N2CCC(C(=O)NCCCN3CCN(c4ccccc4F)CC3)CC2)n1
→ -0.7	0.6
- O=C(CC1(O)C(=O)Nc2ccc(Cl)cc21)c1ccc2c(c1)CCCC2 (configuration not stated)
→ 12.9	5.4
- CC(C)Oc1ccc2c(=O)c(-c3ccc4c(c3)OCCO4)coc2c1
→ -3.7&-5.1	-2.8&-7.6
- O=C(Nc1ccc2oc(-c3ccccc3)cc(=O)c2c1)C1CCCCC1
→ -4.3	-4.4

Carrying on.
Values in the order: mHTT CaM bind	Pf apPOL block
- CCN1CCN(C(=O)c2cnc(-c3ccccc3)nc2N2CCCCC2C)CC1 (configuration not stated)
→ 23.5	-5.5
- O=C1OC(c2ccccc2Cl)=N/C1=C\C=C\c1ccccc1
→ 53.0*	-1.3
- COc1ccc(OCC(=O)NC2CCCCC2)cc1
→ -5.1	-11.9
- CC(Oc1cccc(Cl)c1)C(=O)Nc1ccc(F)c(F)c1 (configuration not stated)
→ -11.6	-0.6
- COc1ccc2c(c1)c(=O)oc1c(C)c3occ(-c4ccc(F)cc4)c3cc12
→ 4.0	5.9
- CCc1cccc(OCCCN2CCN(C)CC2)c1
→ -2.1	-0.7
- O=C(NCC1CCN(C(=O)COc2ccccc2)CC1)c1ccccc1C(F)(F)F
→ -7.2	-3.4
- Cc1ccc(S(=O)(=O)N(CC(=O)Nc2cccnc2)c2ccc(C)cc2C)cc1
→ 24.6	-0.7
- COc1ccc(C2=NN(S(C)(=O)=O)C(c3cc4ccc(OC)cc4nc3Cl)C2)cc1 (configuration not stated)
→ 19.0	-2.5
- COc1ncccc1CNC(=O)c1ccccn1
→ -4.9	1.0

More records follow.
Values in the order: mHTT CaM bind	Pf apPOL block
- COc1cccc(C(=O)N2CCC(c3nc(C(=O)N(C)C)c(C)o3)CC2)c1
→ 7.5	-4.7
- O=[N+]([O-])c1cccnc1Sc1cccs1
→ ·	0.6&-3.6
- Cc1cc(S(=O)(=O)N2CCCC2c2nc(-c3ccc(Cl)cc3)no2)ccc1F (configuration not stated)
→ -13.1	2.0
- O=C1/C(=C/c2ccc([N+](=O)[O-])cc2)CC/C1=C\c1ccc([N+](=O)[O-])cc1
→ 16.0	2.1
- Cc1ccc(S(=O)(=O)CCc2nnc(NC(=O)c3ccc(C)c([N+](=O)[O-])c3)s2)cc1
→ -1.0	-0.6
- CC1CCN(c2nc(N3CCCCC3)nc3c2CN(C(=O)C2CC2)CC3)CC1
→ 37.6	2.5
- Fc1cc2nsnc2cc1Cl
→ ·	-11.3
- CCN1CCN(C(=O)c2ccn3c(-c4ccccc4)nnc3c2)CC1
→ -6.6	-2.0
- O=C(c1ccco1)N1CCN(c2ccc([N+](=O)[O-])cc2Cl)CC1
→ 4.7	-2.4
- O=C(O)CCn1ncc2ccccc21
→ 1.0	-3.7

Whole records from above. Values in the order: mHTT CaM bind | Pf apPOL block
`O=C1/C(=C/c2ccc([N+](=O)[O-])cc2)CC/C1=C\c1ccc([N+](=O)[O-])cc1` across the screens: 16.0 | 2.1
`CC1CCN(c2nc(N3CCCCC3)nc3c2CN(C(=O)C2CC2)CC3)CC1` across the screens: 37.6 | 2.5
`CCN1CCN(C(=O)c2ccn3c(-c4ccccc4)nnc3c2)CC1` across the screens: -6.6 | -2.0
`O=C(O)CCn1ncc2ccccc21` across the screens: 1.0 | -3.7

More entries:
Values in the order: mHTT CaM bind	Pf apPOL block
- O=C(CN1C(=O)c2ccccc2C1=O)Nc1ccc([N+](=O)[O-])cc1Br
→ 4.0	-116.9
- Cc1ccccc1Cc1c(C)nc2c(C(=O)O)c[nH]n2c1=O
→ 0.0	27.5
- O=[N+]([O-])c1ncn(-c2nc(-c3cccs3)cc(C(F)(F)F)n2)n1
→ 6.0	-5.1
- Cc1ccccc1OCC(=O)Nc1ccc(F)c(Cl)c1
→ -9.4	-3.1
- O=C(COc1ccc(I)cc1)Nc1ccc(Br)cn1
→ -6.0	14.7
- COc1ncc(C(=O)Nc2ccc(C)cc2)c(C)n1
→ -5.5	1.2
- CCOCCCCNC(=O)c1ccc2c(c1)nc(C)n2-c1cccc(C)c1
→ 6.0	30.1
- O=c1c2nc(-c3ccc4c(c3)OCO4)cn2ccn1-c1ccc(F)cc1
→ -9.1	-0.8
- Cc1ccc(CN2CCN(C3CCN(C(=O)Nc4cccc(Cl)c4)CC3)C2=O)cc1
→ 9.6	3.6
- O=C(NC1CC2CC1N(S(=O)(=O)c1cccc3cccnc13)C2)c1ccccc1 (configuration not stated)
→ 13.4	-0.5

Following part
Values in the order: mHTT CaM bind	Pf apPOL block
- Cc1nc2cc(NC(=O)c3ccccc3S(C)(=O)=O)ccc2s1
→ -21.4	-4.7
- O=C(O)c1cn(C2CC2)c2cc(N3CCNCC3)c(F)cc2c1=O
→ 4.0	-3.5
- Cc1ccccc1C(=O)Nc1cnc(-c2cccc(Cl)c2)nc1
→ -8.5	-1.7
- CC1(CNS(=O)(=O)c2ccc(F)cc2F)CCOCC1
→ 2.5	-1.5
- Nc1cc(=O)[nH]c(SCC(=O)c2ccccc2)n1
→ 43.2	-9.3
- Cc1ccc(S(=O)(=O)N2CC3CCCC2C3)cc1 (configuration not stated)
→ ·	-10.2
- Cc1ccc(NC(=O)c2ccc(F)c(S(=O)(=O)N3CCCCC3C)c2)cc1F (configuration not stated)
→ 3.0	-1.7
- O=C(Nc1ccc(F)cc1)c1cccc(Cl)c1Cl
→ -16.4	-6.7
- COc1ccc(-c2coc3cc(OC(=O)c4ccco4)ccc3c2=O)cc1OC
→ -3.7	2.0
